From PubChem
TWEAK-Fn14 inh: inhibitors of TWEAK-Fn14 signaling, primary screen, luciferase reporter cells, uHTS. TWEAK-stimulated Fn14 reporter cells, luciferase luminescence, 8 h. inhibition, % at 10 µM. 360,000 compounds, 2% hits; in the data active = inhibition above about 50%
TRPM1 prom inh: inhibitors of MITF-dependent TRPM1 promoter reporter, primary screen, cell-based, SK-MEL-5, single point, luciferase. 330,000 compounds, 0.83% hits. SK-MEL-5 TRPM1 promoter luciferase, 24 h. inhibition, % at 12.5 µM;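 active = mean inhibition across replicates of 60% or more, whatever share of single replicates reaches that level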; note: values of inactives mirror those of a sister screen read the other way
HIF-2a block: HIF-2a reporter inhibitors, primary screen, luminescence, 786-0 RCC cells. inhibition, % at 18.8 µM. 360,000 compounds, 0.72% hits. AID 624352, 2012. 786-0 RCC cells HIF-2a reporter, luciferase luminescence, overnight;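 active = inhibition of the luminescence signal of 40% or more relative to plate controls, in a single-dose primary screen at 18.75 µM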
Shn3 inh set2: reduction of Shn3 3'UTR firefly luciferase signal, primary screen, Schnurri-3 inhibitor project, cell-based, Clone20 osteoblasts, set 2; Clone20 osteoblast Shn3 3'UTR firefly luciferase, 24 h; inhibition, % at 12.5 µM; 360,000 compounds, 0.52% hits; AID 588674, 2011;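 active = mean inhibition of at least 75% with every replicate also reaching 75%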;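 note: 0% = median of neutral control wells and 100% = pilot-screen positive control compound; some compounds past the cut are filed as inactive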
KKLEB cytotox: cytotoxicity in KKLEB CF airway cells, primary screen, cytotoxicity control for CF NF-kB inhibitor project, cell-based, uHTS, fluorescence assay plates; KKLEB CF airway cells viability, ATPlite luminescence, overnight; stronger effect = lower value; cells stimulated with P. aeruginosa culture filtrate; activity change (cytotoxicity), % at 5 µM; 360,000 compounds, 0.36% hits; AID 602141, 2011;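 active = corrected activity change at or below -50% at 5 µM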
hiPSC survival: enhancers of single-cell hiPSC survival, primary screen, ATPlite luminescence. 100% = ROCK inhibitor wells, 0% = DMSO. survival enhancement, % at 20 µM. 360,000 compounds, 0.044% hits. AID 602274, 2012; in the data active = survival enhancement above about 18%;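 note: cells exposed to compounds for 16 hours before the ATP read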
Peg3 prom inh: Peg3 promoter-driven luciferase inhibitors, primary screen, cell-based, HeLa, luciferase luminescence; HeLa PEG-Prom luciferase reporter, overnight; inhibition, % at 20 µM; 360,000 compounds, 1.7% hits;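 active = inhibition of at least 50% at 20 µM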
CF NFkB inh: inhibitors of PAF-induced NF-kB signaling, primary screen, cell-based, GFP fluorescence, uHTS; KKLEB NF-kB-GFP reporter, GFP fluorescence overnight; AID 588850, 2011; inhibition, % at 5 µM; 360,000 compounds, 0.86% hits;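 active = at least 50% inhibition at 5 µM, scaled per plate between neutral and stimulator controls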;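 note: PAF is a Pseudomonas aeruginosa culture filtrate used as stimulus; plate controls were PAF-stimulated DMSO wells for no effect and unstimulated DMSO wells for full effect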
NR2E3 ag-1: NR2E3 agonists in two-hybrid cells, primary screen, cell-based, luminescence, CHO-S, Gal4-NCOR/VP16-NR2E3 | Photoreceptor-specific nuclear receptor (Homo sapiens), Q9Y5X4 | luciferase | inhibition of corepressor binding, % at 3.98 µM | 360,000 compounds, 0.35% hits | AID 602229, 2012;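 active = inhibition above the mean of all tested compounds plus 3 SD, cut at about 70% in these data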;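 note: 0% = DMSO with NR2E3 transfected cells and 100% = cells lacking NR2E3 construct; higher means lower luciferase signal from less NR2E3 corepressor binding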
Target sequence (Q9Y5X4 whole entry, looked up, the tested form may be a part): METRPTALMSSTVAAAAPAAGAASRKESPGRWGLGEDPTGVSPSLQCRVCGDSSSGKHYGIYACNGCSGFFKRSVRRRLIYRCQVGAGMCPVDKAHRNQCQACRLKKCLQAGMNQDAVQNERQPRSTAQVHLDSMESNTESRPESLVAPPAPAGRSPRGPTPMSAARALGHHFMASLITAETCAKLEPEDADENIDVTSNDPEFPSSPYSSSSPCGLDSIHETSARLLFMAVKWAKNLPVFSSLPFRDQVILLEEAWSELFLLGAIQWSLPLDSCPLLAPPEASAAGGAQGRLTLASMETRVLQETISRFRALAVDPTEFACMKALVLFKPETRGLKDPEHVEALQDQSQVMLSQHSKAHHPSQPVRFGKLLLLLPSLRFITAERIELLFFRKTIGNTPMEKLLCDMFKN
NR2E3 ag-2: inhibitors of NR2E3-RetCOR corepressor binding, primary screen, NR2E3 agonist project, biochemical, TR-FRET, GST-NR2E3, biotin-RetCOR; inhibition of corepressor binding, % at 4.78 µM; Photoreceptor-specific nuclear receptor (Homo sapiens), Q9Y5X4; 1536-well; 320,000 compounds, 0.12% hits; AID 2300, 2010;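 active = percent inhibition above the cutoff of mean plus 3 SD of all tested compounds, set per screening campaign, cut at about 20% in these data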;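 note: 0% = DMSO wells and 100% = biotin wells as full block of FRET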
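Assay system: NR2E3–RetCOR corepressor complex. Quantity: 1.35 nM GST-NR2E3. Buffer or medium: pH 7.5 Tris-based buffer. Reagent: biotinylated RetCOR corepressor at 7 nM final. Schedule: 5 h at 4 °C. Detection: TR-FRET, emission read at 617 and 671 nm. Replicates: one well per compound, singlicate testing.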
aDG glyco act: activators of alpha-DG glycosylation, primary screen, uHTS, Pro5-aDG cells, AlphaScreen. alpha-DG glycosylation AlphaScreen (IIH6); 0% Pro5, 100% B10-LARGE cell signal. activation, % at 10 µM. 360,000 compounds, 0.22% hits. AID 624168, 2012;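 active = activation of at least 8% versus controls, or a plate z-score of at least 8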;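 note: Pro5 are CHO cells carrying HIG-tagged alpha-DG that lacks glycosylation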
Active calls of the source: *; . = no result given.

Values run as follows: TWEAK-Fn14 inh, TRPM1 prom inh, HIF-2a block, Shn3 inh set2, KKLEB cytotox, hiPSC survival, Peg3 prom inh, CF NFkB inh, NR2E3 ag-1, NR2E3 ag-2, aDG glyco act
> Cn1cnnc1SCC(=O)c1ccc(O)c(O)c1
    11, -16, 10, -12, -9, 0.0, 11, 13, 5, 0, -0.2
> CCOC(=O)c1c(NC(=O)COC(=O)c2ccc(O)cc2)sc(C(=O)N(C)C)c1C
    -9, 2, -6, 2, -2, -0.9, 32, -7, 6, 0, -0.3
> Cc1cccc(NC(=O)N2C3CCCC2CC(NC(=O)C(C)(C)C)C3)c1 (centres undefined)
    14, 6, 19, -2, -5, -0.4, 14, 9, -5, -4, 0.0
> Cc1ccc(C)c(S(=O)(=O)N2CCN(C(=O)CCNS(=O)(=O)c3ccccc3)CC2)c1
    -10, -1, 10, 7, 5, 0.7, 25, 7, -17, 2, 0.0
> O[C@@H]1CN(C2CCCCC2)CC[C@H]1N1CCN(CCc2ccccc2)CC1
    -2, 3, 16, -4, -9, 0.0, 0, 6, -13, 0, 0.6
> Cc1ccccc1NS(=O)(=O)c1cccc(C(=O)Nc2cccc(C(=O)O)c2)c1
    2, 6, 16, -5, -15, -0.8, 3, 6, 3, 2, 0.1
> O=C(NCc1ccc2c(c1)OCO2)c1ccc2c(c1)OCO2
    1, -14, -68, -13, 10, 0.0, -50, 2, -43, 3, 0.0
> CCOC(=O)Cn1c(=O)c2c(nc(N3CCCCC3)n2Cc2ccccc2)n(C)c1=O
    8, 8, 9, 18, 4, -2.2, 9, 9, -41, -6, -0.6
> Cc1ccccc1CSc1nnc2ccc(-c3ccncc3)nn12
    -3, -17, 16, 3, -13, 0.2, -26, 13, 20, -1, -0.1
> Clc1cccc(N=NN2CCOCC2)c1Cl
    -1, 4, -39, -4, -23, -0.1, -29, 27, 4, -4, 0.0
> Cc1ccc(Nc2nnc(SCn3nnc4ccccc4c3=O)s2)cc1
    -7, -8, -137, -3, 4, -0.2, -66, 9, -70, -1, 0.0
> COc1cc(C=O)ccc1Oc1cnccn1
    5, -19, 10, -54, -8, 1.5, 13, 12, -17, 2, 0.1
> Cc1ccc(C)c(NS(=O)(=O)c2cc(C(=O)N3CCc4ccccc4C3)ccc2Cl)c1
    0, 17, 23, 19, 2, 7.1, 21, 0, 8, 2, 0.1
> COc1ccc(C(C)=O)cc1COC(=O)c1cnc(Cl)c(Cl)c1
    -49, 7, 15, -46, -9, 1.6, 6, -40, -6, 3, 0.8
> Cc1ccc(/C=C/C(=O)Nc2ccc(S(=O)(=O)Nc3cc(C)nc(C)n3)cc2)cc1
    13, -12, 1, 11, 6, -0.1, 0, 16, -23, -1, 0.0
> O=C(O)c1cc(S(=O)(=O)NCCCN2CCCC2=O)ccc1Cl
    2, 1, 9, -2, 6, 4.6, 6, 18, -13, ., 0.1
> COc1ccc([N+](=O)[O-])cc1NC(=S)NC(=O)C(C)(C)C
    -3, 5, 1, 12, -4, 0.6, 7, 0, -29, 0, 0.1
> Cc1cccc(N2CCN(S(=O)(=O)c3cn(C)cn3)CC2)c1C
    8, 7, -1, 6, 8, -0.4, 11, 2, -17, -4, -0.1
> COc1nc(-c2ccccc2)cc(-c2ccc3c(c2)OCO3)c1C#N
    11, 34, 18, 5, -23, -0.4, 34, 26, -2, -4, -0.1
> COc1cc(OC)c(-c2noc(C(=O)OC(C)(C)C)c2C(=O)OC(C)(C)C)c(OC)c1
    -12, 6, 6, -2, 5, -1.1, 2, -2, 3, -4, 0.0
> CCOC(=O)c1c(NC(=O)COC(=O)Cn2c(C(F)(F)F)nc3ccccc32)sc(C)c1C
    -3, 4, 1, -16, -2, -1.1, -23, -6, 9, 5, 0.1
> COc1cccc(-n2c(SC3CCOC3=O)nc3ccccc3c2=O)c1 (centres undefined)
    -10, 11, -12, 1, -2, 1.8, 8, -1, -14, 3, -0.2
> CC(=O)Nc1ccc(S(=O)(=O)NC(CC(=O)N(C)Cc2ccccc2)C(C)C)cc1 (centres undefined)
    20, -1, 12, 2, -1, -5.2, 10, 16, -21, 1, -0.2
> CCOC(=O)c1c(C)nc2sc(C(N)=O)c(N)c2c1-c1ccccc1
    7, -15, 4, 15, -11, -3.2, 30, 11, 6, 2, -0.1
> COc1ccc(C(CNC(=O)COc2ccc([N+](=O)[O-])cc2)N2CCCCC2)cc1 (centres undefined)
    1, -5, 7, 0, 13, -0.6, -3, -50, 6, -1, 0.1
> CCOc1ccc(NCc2ccccc2OCc2cccc(F)c2)cc1
    -42, 36, -10, 0, -3, -2.1, -19, 21, -15, -1, -0.3
> CCc1nc2ccc(C(=O)NCCCn3ccnc3)cn2c1N(C)Cc1ccc(N(C)C)cc1
    -2, ., -7, -9, -14, 4.3, -3, 15, 20, ., 0.1
> O=C(O)c1cccnc1Sc1ccccc1
    4, 10, 14, -15, 18, -1.7, 0, -3, -3, 3, 0.1
> COc1ccc(CNC(=O)C(OC(=O)c2cccs2)C(C)C)cc1 (centres undefined)
    -6, 8, -2, -12, -2, -0.3, 5, 3, -33, -1, 0.2
> Cc1ccc(C(C[N+](=O)[O-])Sc2ccc(N)cc2)cc1 (centres undefined)
    -15, 68*, 36, ., -3, -0.7, 106*, -11, 7, -3, 0.0
> COc1cc2sc(-c3ccc(S(C)(=O)=O)cc3)c(C#CCO)c2cc1OC
    -68, 4, -48, 6, -15, -1.2, 26, 6, 1, ., -0.5
> Cc1c(NC(=O)c2cccc(NC(=O)Cc3ccc(F)cc3)c2)c(=O)n(-c2ccccc2)n1C
    -12, -14, -5, 12, -3, 1.6, 1, -31, 6, 3, 0.0
> CCN(C[C@H]1N[C@@](CC)(C(=O)OC)[C@H]2C(=O)N(C)C(=O)[C@@H]12)S(=O)(=O)c1ccccc1
    -3, 0, 6, -1, -11, -1.1, -10, 11, -6, ., 0.1
> CC(=O)Nc1cccc(C(=O)N2CCN(S(=O)(=O)c3ccc4ccccc4c3)CC2)c1
    0, 3, 9, 5, 10, 0.7, -4, -1, 0, -2, 0.0
> O=C(CSc1ccc(Cl)cc1)N1CCCC1
    -22, -48, -93, -17, -7, -1.3, -102, 12, -12, 0, 0.1
> COc1ccc2noc3c2c1C(=O)c1ccccc1-3
    -29, 31, -102, -30, -17, -0.8, -39, -19, -23, -4, 0.1
> COC(=O)c1cc(OC)c(OC)c(OC)c1[N+](=O)[O-]
    5, 13, 9, 18, -4, -0.3, 17, 2, -14, 0, 0.1
> CC(C)=NNc1nc2c(c(=O)n(C)c(=O)n2C)n1C
    -2, 4, 14, 5, -2, -0.5, 14, 1, -44, -1, -0.1
> CCc1noc(C)c1C(=O)OC(C)C(=O)Nc1cc([N+](=O)[O-])ccc1OC (centres undefined)
    -19, -4, 15, 7, 3, 0.6, 1, 13, -16, -2, -0.2
> CC(=O)c1ccc(OCC(=O)c2ccc(-c3ccccc3)cc2)cc1
    -4, 11, 10, -6, 12, 0.6, 20, -15, -2, -16, 0.1
> Cc1ccccc1C(=O)NCC(=O)NNC(=O)c1cccc(Cl)c1
    -20, ., -15, -16, 5, 0.7, 0, -4, -26, 0, 0.1
> O=C(O)COc1ccc(/C=N/NC(=O)c2ccc(-c3csc(Nc4ccc(Cl)cc4)n3)cc2)cc1
    -6, -15, -90, -39, -3, -0.2, -27, 5, -42, ., 0.1
> O=C(NNC(=O)C1CCN(c2ncccn2)CC1)c1ccc(F)cc1
    9, -12, 4, 13, 1, -0.4, 19, -14, -4, 0, 0.0
> Cc1cc(C)nc(-n2ncc3c2CC(c2cccc(Cl)c2)CC3=O)n1 (centres undefined)
    -9, -1, 17, 21, -9, 1.5, 21, -20, 4, -1, 0.2
> N#Cc1c(-n2cccc2/C=N/O)sc2c1CCCC2
    14, -3, 13, 12, 13, 0.8, 3, -11, -33, -2, 0.1
> CC(OC(=O)c1ccc2c(=O)n3c(nc2c1)CCCCC3)C(N)=O (centres undefined)
    -16, -10, -51, -29, -4, -1.0, -12, -6, -25, -3, 0.2
> CC(=O)NCCNc1nc(NCc2ccccc2)nc2ccsc12
    20, ., 3, -7, -19, -0.2, 9, -7, -7, ., 0.1
> C[C@@H]1CN([C@H](C)CO)C(=O)c2cc(Br)cnc2O[C@@H]1CN(C)C(=O)NC1CCCC1
    2, ., 0, -7, 4, -0.7, -9, 5, -27, ., 1.6
> COc1ccc(N2CCN(c3cc(C)c4ccc(C)cc4n3)CC2)cc1
    -9, 15, 5, 13, 5, 0.2, 18, -5, 24, 2, -0.2
> COc1ccc(CCN2C(=O)CN=C2Nc2ccc(F)cc2)cc1OC
    6, 3, 8, 25, 0, 1.1, 11, 8, 4, -5, 0.1
> CCCn1nc2ccccc2c1P(=N)(N1CCOCC1)N1CCOCC1
    3, -5, 8, -22, -12, 4.5, 20, 3, -4, -4, 0.8
> COc1ccc(CNC(=S)Nc2cc(C)cc(C)c2)cc1
    -1, -5, 13, 8, -4, -1.0, 9, 2, 4, 4, 2.4
> Cc1ccc(-c2nc(CC(=O)Nc3cccc(S(=O)(=O)NC4=NCCC4)c3)cs2)cc1
    -34, -14, -41, 18, -10, -0.3, -46, 3, 2, 2, -0.2
> O=C(NC1CC1)C1=C[C@H](c2ccc(C(F)(F)F)cc2)C[C@H](OCCCCO)O1
    0, -9, -6, -12, 7, 4.2, -17, -12, -1, 5, 0.0
> O=C(NC1CCCc2ccccc21)c1ccccc1OC(F)F (centres undefined)
    -10, 2, 12, 11, -1, -0.2, 1, -14, 1, 7, 0.2
> NC(=O)c1ccc(NC(=O)CCCc2nc(-c3ccccc3Cl)no2)cc1
    -1, 2, 6, 0, 8, -0.4, 11, -12, -12, 1, 0.1
> CCCCNc1nc(N(C)c2ccccc2)nc(-n2ccnc2)n1
    11, 9, 8, 16, -8, -1.8, 26, 6, 1, 0, 2.5
> CCCCN1C[C@H](Cc2ccccc2)[C@@H](CC(=O)NC)C1=O
    -19, ., 1, -32, 7, -0.3, 2, -12, -29, ., -0.3
> O=c1oc2ccc3ccccc3c2cc1-c1nnc(-c2cccs2)o1
    -46, -5, -107, -29, 2, -1.3, -29, -56, -53, 1, -0.2
> CC1CCN(S(=O)(=O)N2CCC(C(=O)NCc3ccc(F)cc3Cl)CC2)CC1
    -12, ., 8, 6, -3, -0.2, 7, 13, -30, ., -0.1
